Vif inh: inhibitors of HIV Vif; inhibition, % at 7.49 µM; AID 602346; hit rate 0.35% among 340,000; HEK293T cells, Vif self-association by quenched fluorescence, imaging, 24 h; in the data active = inhibition above about 50%, passing the limit was not always enough; also: some results filed as inactive read as strong as hits
ABCB6 inh 2: blocks the human ABCB6 transporter; Q9NP58; K562-ABCB6 porphyrin accumulation, flow cytometry, 1 h; stronger effect = lower value; fluorescence ratio to DMSO, % at 10 µM; hit rate 0.19% among 360,000;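 active = fluorescence ratio to DMSO below 75%, the collection mean minus 3 SD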;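 also: signal is porphyrin accumulated inside mitochondria; 100% equals median channel fluorescence of DMSO control wells; lower ratio means ABCB6 inhibition with less porphyrin fluorescence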
MC4R antag cAMP: human MC4R antagonism in cAMP assay. MC4R-expressing cells, MTII-stimulated cAMP, LANCE TR-FRET. P32245. hit rate 0.48% among 360,000. inhibition, % at 6.5 µM;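 active = inhibition above its plate's cutoff, the mean of tested wells on that plate plus 3 SD, cut at about 29% in these data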;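 also: 0% = Melanotan II alone and 100% = Melanotan II plus saturating MCL0020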
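Test system: U2OS cells stably expressing human melanocortin 4 receptor (MC4R); also added: Melanotan II challenge; compound: 6.5 µM single dose; timing: 30-min compound preincubation, 1-h Melanotan II challenge, 1-h detection, room temperature; signal: Eu-cAMP/anti-cAMP TR-FRET, emission 671 nm; repeats: one well per compound, no replicates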
m5-HT2A agonist: activates the mouse 5-HT2A serotonin receptor. activation, % at 7.6 µM. hit rate 0.66% among 360,000. CHO-K1 mHTR2A beta-arrestin complementation, luminescence; percent of 30 µM serotonin response. P35363;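 active = activation above a run cutoff, the mean activation of all tested compounds plus 3 SD, cut at about 14% in these data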;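 also: 0% = plate median of compound wells and 100% = 30 µM serotonin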
Target sequence (P35363 whole entry, looked up): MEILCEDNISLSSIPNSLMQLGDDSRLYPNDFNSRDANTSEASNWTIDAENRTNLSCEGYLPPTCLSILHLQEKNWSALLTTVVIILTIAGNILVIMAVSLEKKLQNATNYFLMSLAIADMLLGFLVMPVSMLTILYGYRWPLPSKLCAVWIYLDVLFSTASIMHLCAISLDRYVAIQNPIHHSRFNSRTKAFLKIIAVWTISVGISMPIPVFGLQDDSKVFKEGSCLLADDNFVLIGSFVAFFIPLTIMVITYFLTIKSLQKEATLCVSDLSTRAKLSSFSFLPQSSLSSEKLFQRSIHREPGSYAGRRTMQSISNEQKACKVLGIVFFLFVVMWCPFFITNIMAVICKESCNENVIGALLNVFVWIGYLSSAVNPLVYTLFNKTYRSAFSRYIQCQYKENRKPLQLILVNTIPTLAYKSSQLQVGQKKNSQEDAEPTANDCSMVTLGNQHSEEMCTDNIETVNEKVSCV
Glyco luc inh: blocks N-linked glycosylation in D54 reporter cells; hit rate 0.23% among 360,000; reporter increase, % at 12.5 µM; D54 ERlucT glycosylation luciferase reporter, 24 h; percent of 100 nM tunicamycin response;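 active = mean luciferase reporter signal, scaled so untreated is 0 and the glycosylation-blocking control 100, at or above a set limit in every replicate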;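 also: luciferase carries N-glycosylation sites so blocking glycosylation raises the light; 0% = median of neutral control wells and 100% = median of 100 nM tunicamycin wells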
CaV13 FRET inh: Disruptors of the CACNA1D IQ motif to Ca2+-dependent inactivation inhibitor domain association, primary screening, Förster resonance energy transfer in intact living … | HEK cells, CFP/YFP FRET ICDI-IQ, plate reader, 10 min; percent FRET-ratio fall versus neutral wells | inhibition, % at 12.3 µM | hit rate 0.098% among 340,000 | AID 743397;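 active = mean replicate inhibition of at least 30% and at least 1% of replicates passing that level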;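 also: 0% = median of the neutral control wells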
MC4R ag barr: human MC4R agonism via beta-arrestin; P32245; U2OS MC4R beta-arrestin complementation, luminescence; percent of melanotan II response, DMSO zero; activation, % at 8.9 µM; hit rate 0.98% among 360,000;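 active = activation above a per-plate cutoff, the mean activation of sample wells on that plate plus 3 SD, cut at about 8% in these data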
Cardio protect: myocardial damage modulation in H9c2 cells; H9c2 cardiomyocytes, H2O2 injury protection, ATPLite, 2 h; protection from H2O2 cell death, % at 20 µM; hit rate 0.63% among 360,000; AID 588492;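 active = compounds giving at least 50% protection of heart cells from peroxide-induced death in the single-dose screen, raw or plate-pattern-corrected value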;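 also: 0% = DMSO wells with peroxide and 100% = DMSO wells without peroxide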
PDI turbidity: inhibitors of human protein disulfide isomerase; P07237; PDI insulin aggregation turbidity, A650, 90 min; inhibition, % at 10 µM; hit rate 0.052% among 350,000; AID 588391;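 active = mean inhibition across replicates of 30% or more, whatever share of single replicates reach that level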;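 also: absorbance from insulin aggregation driven by PDI reduction with DTT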
Target sequence (P07237 whole entry, looked up): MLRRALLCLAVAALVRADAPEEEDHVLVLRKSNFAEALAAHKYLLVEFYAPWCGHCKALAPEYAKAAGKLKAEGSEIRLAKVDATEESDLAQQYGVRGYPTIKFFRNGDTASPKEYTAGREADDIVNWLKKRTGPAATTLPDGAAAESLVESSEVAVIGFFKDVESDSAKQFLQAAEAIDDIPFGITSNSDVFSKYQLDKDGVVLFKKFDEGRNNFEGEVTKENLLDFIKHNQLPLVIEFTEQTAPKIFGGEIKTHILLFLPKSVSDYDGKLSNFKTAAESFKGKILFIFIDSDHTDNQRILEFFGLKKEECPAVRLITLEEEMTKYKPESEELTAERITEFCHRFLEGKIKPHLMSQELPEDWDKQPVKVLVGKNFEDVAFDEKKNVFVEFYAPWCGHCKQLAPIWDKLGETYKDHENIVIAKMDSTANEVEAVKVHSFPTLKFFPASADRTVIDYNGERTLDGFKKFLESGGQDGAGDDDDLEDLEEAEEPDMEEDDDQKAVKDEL
aDG glyco act: increases alpha dystroglycan glycosylation; activation, % at 10 µM; Pro5-aDG cells, alpha-DG glycosylation AlphaScreen (IIH6); 0% Pro5, 100% B10-LARGE cell signal; AID 624168; hit rate 0.22% among 360,000;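 active = activation of at least 8% versus controls, or a plate z-score of at least 8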;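 also: Pro5 are CHO cells carrying HIG-tagged alpha-DG that lacks glycosylation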
* hit, by the source's call; · = no result given.

SMILES	Vif inh	ABCB6 inh 2	MC4R antag cAMP	m5-HT2A agonist	Glyco luc inh	CaV13 FRET inh	MC4R ag barr	Cardio protect	PDI turbidity	aDG glyco act
Cc1c(C(=O)O)sc2nc(CSc3nnc(-c4ccc(F)cc4)n3C)[nH]c(=O)c12	-5	97	3	7	-2	-3	-1.1	6	-11	-0.1
CCCCOCCCNC(=O)C[C@@H]1C[C@@]2(C(=O)OC)CCCCC=C2N(CCC2=CCCCC2)C1=O	·	92	·	-2	·	-4	·	·	·	0.2
COc1ccc(OCC(O)CN2CCCC2)cc1 (stereo not drawn)	-1	100	0	2	0	-5	1.5	10	0	-0.2
Cc1ccc([N+](=O)[O-])cc1NC(=S)NC(=O)CC(C)(C)C	-4	101	15	-4	-2	-8	-2.1	-10	3	0.6
CC(=O)Nc1ccc(NC(=O)C2CCN(c3c(Cc4ccccc4)c(C)nc4ncnn34)CC2)cc1	-10	98	-2	4	0	·	-2.3	11	2	0.4
COCCNC(=S)N/N=C1\CC(C)CC(C)(C)C1 (stereo not drawn)	-6	97	2	0	2	-3	-1.4	5	2	0.2
O=C(Cc1ccc(Cl)cc1)Nc1cccc(S(=O)(=O)Nc2ccccc2F)c1	-11	94	7	-7	-3	-4	-0.1	4	2	0.3
CCCCCCCCCC(=O)N[C@@H]1c2cc(OC)c(OC)cc2C[C@H]1O	-1	98	11	3	1	-5	-1.6	-10	-6	0.0
CN1C(=O)C(C)(C)c2cc(S(=O)(=O)NCCc3ccc(Cl)cc3)ccc21	11	101	12	0	-1	-2	-1.0	3	·	0.0
COC(=O)c1cccc(/C=N/NC(N)=S)c1O	-3	95	8	-2	6	-5	-1.1	-15	9	1.8
CCC(=O)N1CCc2cc(S(=O)(=O)NCCC(=O)NC3CCCCCC3)ccc21	-5	105	7	6	0	-1	-0.9	-1	-9	0.0
COC(=O)c1cc(=O)n(Cc2ccco2)c(=Nc2ccc(F)c(Cl)c2)s1	-6	100	16	4	22	-2	0.8	-22	·	-0.3
CCOC(=O)c1nn(-c2ccc(Cl)cc2)cc1O	-1	99	13	-5	1	-14	-1.2	-9	-5	-0.1
COc1ccccc1C(=O)N/C(=C\c1cn(S(=O)(=O)N(C)C)c2ccccc12)C(=O)NCCCN1CCOCC1	-3	106	1	-8	5	-5	-1.9	1	-4	-0.2
COCCN(C(=O)CCc1ccc(OC)cc1)c1nnc(-c2ccncc2)s1	2	92	-4	0	1	-7	-1.5	0	-5	-0.2
CC(NC(=O)c1ccc(C(C)(C)C)cc1)C(=O)O (stereo not drawn)	13	109	-4	-3	0	-7	-1.7	2	-10	0.2
O=S(=O)(NC(=S)NC1CCCCC1)c1cccs1	-6	101	-1	1	2	-3	-2.1	-2	1	-0.2
COc1ccc(/C=N/NC(=S)SC)cc1OC	2	90	8	-6	3	-3	-2.4	5	4	-0.2
COc1ccc(OC)c(S(=O)(=O)Nc2ccccc2C)c1	·	95	0	-2	-1	-10	-0.4	7	-4	-0.1
O=C(COC(=O)c1ccc(F)c(S(=O)(=O)N2CCCCC2)c1)NCc1ccc(F)cc1	·	96	-7	1	3	-4	-0.1	-2	-5	-0.2
CCN(C[C@H]1N[C@@](C)(C(=O)OC)[C@H]2C(=O)N(Cc3ccccc3)C(=O)[C@@H]12)C(=O)c1ccc(C)cc1	-9	87	3	5	2	-5	-2.0	21	18	-0.2
CN(C)/C(=N\O)c1c(Cl)cccc1Cl	16	93	7	3	2	-4	-2.5	0	0	-0.1
Cc1ccccc1Cn1ccc(NC(=O)CCSc2nc(-c3ccco3)cc(C(F)(F)F)n2)n1	4	98	2	-1	3	·	-2.1	-4	-2	-0.1
S=C(NCCc1ccccc1)N/N=C/c1c(Cl)cccc1Cl	3	97	8	-2	2	-4	0.4	-12	16	0.0
CCOC(=O)c1sc(=S)n(-c2cccc(OC)c2)c1N	0	97	1	-2	2	-8	-1.6	-3	4	-0.1
COc1ccc(NC(=O)COC(=O)C2CCC(C(C)(C)C)CC2)c([N+](=O)[O-])c1 (stereo not drawn)	4	100	5	3	1	-16	2.9	-8	-8	-0.2
O=C(CSCc1ccc(Br)cc1)NC1CC1	-1	97	-1	-1	-1	-4	-1.7	-3	-3	0.0
Cc1c(NC(=O)CN2C(=O)NC3(CCCCC3C)C2=O)cccc1[N+](=O)[O-] (stereo not drawn)	-1	100	8	1	0	-4	-3.2	4	16	0.2
COCCOC(=O)C1=C(C)N(Cc2ccccc2)C(=O)NC1c1ccc(OC)cc1 (stereo not drawn)	12	94	0	-4	-2	·	-1.0	1	1	-0.1
O=C(CN(c1ccc(Br)cc1)S(=O)(=O)c1ccc(Cl)c([N+](=O)[O-])c1)NCCc1ccccc1	-1	98	10	3	16	-4	-1.1	-13	-14	-0.1
CC(C)Oc1ccc(C(=O)OCC(=O)NC(=O)NC2CCCC2)cc1	1	101	-1	2	-1	-3	0.9	-4	9	-0.1
Cc1ccc(C(=O)CSc2nc(-c3ccccc3)ccc2C#N)cc1	21	122	6	-2	-5	-9	-2.0	-4	7	1.2
O=C(N=C1SC2CS(=O)(=O)CC2N1c1ccc(OC(F)(F)F)cc1)C1CC1 (stereo not drawn)	0	99	9	-4	0	-7	-0.3	-2	6	0.0
COc1ccccc1NC(=O)c1ccc2c(c1)C(=O)N(Cc1ccco1)C2=O	-1	101	0	12	1	-3	-0.5	0	6	1.6
COc1ccc(OC)c(C(=O)c2coc3ccc(O)cc23)c1	33	99	-7	-2	4	-4	-3.2	-3	-1	-0.1
Cc1cc(C)c(S(=O)(=O)n2cc(C(C)C(N)C(=O)O)c3ccccc32)c(C)c1 (stereo not drawn)	-6	99	5	3	2	-9	-1.8	3	-7	-0.2
CS(=O)(=O)N1CCSC1c1ccc(Br)cc1 (stereo not drawn)	-4	97	6	1	2	-2	-2.4	-3	0	0.4
COCC(=O)NCc1ccc2c(c1)OCO2	1	100	0	4	2	-6	-1.9	4	1	-0.2
CC(C)CCNC(=O)c1ccc2c(c1)N(Cc1ccccc1)C(=O)CS2=O (stereo not drawn)	16	102	12	-3	-4	-5	-0.8	16	·	-0.3
O=S1(=O)c2ccc(Br)cc2N2CCC[C@@H]2CN1Cc1ccc(Cl)cc1	-4	99	7	-5	-3	-10	0.2	-16	-3	0.4

Profiles as entered above.
COc1ccc(OC)c(C(=O)c2coc3ccc(O)cc23)c1 as listed: Vif inh: 33; ABCB6 inh 2: 99; MC4R antag cAMP: -7; m5-HT2A agonist: -2; Glyco luc inh: 4; CaV13 FRET inh: -4; MC4R ag barr: -3.2; Cardio protect: -3; PDI turbidity: -1; aDG glyco act: -0.1
COCC(=O)NCc1ccc2c(c1)OCO2 as listed: Vif inh: 1; ABCB6 inh 2: 100; MC4R antag cAMP: 0; m5-HT2A agonist: 4; Glyco luc inh: 2; CaV13 FRET inh: -6; MC4R ag barr: -1.9; Cardio protect: 4; PDI turbidity: 1; aDG glyco act: -0.2

Next results follow.
SMILES	Vif inh	ABCB6 inh 2	MC4R antag cAMP	m5-HT2A agonist	Glyco luc inh	CaV13 FRET inh	MC4R ag barr	Cardio protect	PDI turbidity	aDG glyco act
Cc1cc(C(F)F)n2nc(C(=O)Nc3c(F)cc(F)cc3Br)nc2n1	-14	99	0	1	-1	·	-1.8	2	-3	0.0
CCOC(=O)N1CCC(Nc2nc3ccccc3n3nnnc23)CC1	-4	106	7	5	-1	0	1.8	36	2	0.1
O=C(CCN1C(=O)C2CCCCC2C1=O)Nc1cc(F)ccc1F (stereo not drawn)	3	101	-4	-2	-2	-6	-0.3	2	6	0.0
CCOC(=O)c1c(/N=C/C2C(=O)CCCC2=O)sc2c1CCCC2	-5	95	-5	4	0	-5	-2.5	5	15	-0.2
Cc1ccc2c(c1)cc1c(=O)n(CC(=O)NCCCc3ccccc3)nc(C)n12	2	102	15	1	1	-2	1.5	-1	-10	-0.2
Cc1ccc(C(C)NC(=O)c2ccco2)cc1 (stereo not drawn)	-15	95	7	3	-1	-5	-0.3	0	6	0.0
COc1ccc(NC(=O)COc2ccc(-c3ccccc3)cc2)cc1	·	97	5	4	-2	-4	0.1	-5	-8	-0.1
CC1CCCN(S(=O)(=O)c2ccc(NC(=O)c3cccc(-n4cnnn4)c3)cc2)C1 (stereo not drawn)	-13	94	12	-4	-9	-3	-1.5	-4	-7	0.3
Cc1ccc2c3c(cccc13)-c1ccccc1C2=O	-6	98	5	5	5	-20	0.2	-6	-4	-0.4
COC(=O)Nc1sc2c(c1C(N)=O)CCCCCC2	-3	91	16	4	-1	-3	0.8	10	-4	-0.1
CCn1c(SCC(=O)C(C)(C)C)nnc1-c1cnccn1	-5	99	-3	10	1	·	1.4	5	0	-0.2
Cc1cc(C(=O)Nc2ccc3c(c2)OCO3)cs1	7	95	16	5	-7	-7	-0.6	-10	-3	0.2
Cc1cc(C(=O)NNC(=O)c2ccc(C)c([N+](=O)[O-])c2)c(C)o1	-14	94	-1	-7	1	-6	-3.8	-2	-3	-0.3
CCc1ccc(C(=O)COC(=O)CNC(=O)CNC(=O)Cc2ccccc2)cc1	7	99	17	1	0	-5	-1.8	16	-3	-0.1
CC(=O)Nc1ccc(S(=O)(=O)N2CCSC2c2ccco2)cc1 (stereo not drawn)	11	102	8	-3	-2	-5	0.1	0	0	-0.1
COc1ccc(Nc2cc(C(=O)NCCCN3CCOCC3)c3ccccc3n2)c(OC)c1	0	105	1	-1	-1	-8	-0.9	4	-5	-0.3
CCCCn1c(Oc2ccc(C(=O)OC)cc2)nc2c1c(=O)n(C)c(=O)n2C	-3	111	0	-3	-1	·	0.8	-10	-1	0.8
CC(=O)c1sc(NS(=O)(=O)c2ccc(C)cc2)nc1C	-1	103	5	0	1	7	4.8	6	-5	0.7
C=C[C@]1(C)C=C2CC[C@H]3[C@@](C)(CCC[C@@]3(C)C(=O)O)[C@@H]2CC1	-1	97	0	2	4	·	-0.5	-20	9	0.2
COc1ccc(C)cc1NC(=O)CNC(C)C(=O)Nc1ccc(C(C)=O)cc1 (stereo not drawn)	14	99	12	-2	1	-16	-1.0	1	8	0.3
CN(Cc1ccccc1)C(=O)COC(=O)c1ccc(Br)c(S(=O)(=O)N2CCOCC2)c1	-16	98	0	2	0	-3	-1.6	-11	-2	-0.1
CCn1c(SCc2ccc(C(=O)OC)o2)nc2sc3c(c2c1=O)CCCC3	8	99	-8	1	4	·	-1.3	-4	-3	-0.1
O=C(Cc1ccccc1[N+](=O)[O-])NCCCN1CCOCC1	1	98	6	3	-1	-2	-2.8	6	10	-0.4
O=C(O)c1nc(N2CCCCC2)ncc1Cl	-3	90	6	3	3	-2	0.2	0	7	-0.2
Cc1ccc(C2C(C#N)=C(N)SC(N)=C2C#N)c(C)c1	-2	124	3	0	2	·	0.0	2	11	-0.1
O=C(CSc1ncn[nH]1)c1ccc2c(c1)OCCO2	-4	98	18	4	-1	-9	1.1	3	-4	-0.1
CCCCNC(=S)N(C)/N=C/c1ccccc1F	5	93	-9	-2	-2	-5	2.5	-15	-1	0.1
CC(=O)Oc1ccccc1C(=O)Nc1ccccc1C(=O)N1CCCC1	2	99	0	8	5	·	1.1	1	2	-0.2
O=C(CSc1ccccn1)Nc1cccc(NC(=O)CSc2ccccn2)n1	-4	97	-1	3	-1	-7	9.1*	4	-4	-0.3

Screening results from PubChem.

Rows are unselected; any-hit rate near 3.6%.
